DAGLB inhibitor – DAGLB lipase inhibitors, primary screen, biochemical, fluorescence, HTS; AID 504411, 2011; Diacylglycerol lipase-beta (Homo sapiens), Q8NCG7; hit rate 0.059% among 340,000; HEK293T DAGLB membrane lysate, EnzChek fluorogenic substrate; inhibition, % at 5.17 µM; in the data active = inhibition above about 34%;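 note: 0% = enzyme with vehicle and 100% = wells lacking enzyme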
V-ATPase pH – regulators of yeast V-ATPase proton pumping, primary screen, pHLuorin cytosolic pH fluorescence; response, % at 10 µM; AID 504577, 2011; S. cerevisiae; hit rate 0.37% among 350,000; in the data active = response mostly above about 7.3%, no sharp cut-off; inactive = mostly below about 5.4%; note: actives read high; inactives centre near 0; some compounds called inactive have numbers as strong as hits; reference of the scale not given here
NSD2 HMT inh – NSD2 histone methyltransferase inhibitors, primary screen, biochemical, AlphaScreen, single concentration, set 2 | inhibition, % at 12.5 µM | hit rate 0.54% among 310,000 | Histone-lysine N-methyltransferase NSD2 (Homo sapiens), O96028 | AID 743445, 2014 | NSD2 peptide methylation, 120 min; in the data active = inhibition above about 50%
Target sequence (O96028 whole entry, looked up): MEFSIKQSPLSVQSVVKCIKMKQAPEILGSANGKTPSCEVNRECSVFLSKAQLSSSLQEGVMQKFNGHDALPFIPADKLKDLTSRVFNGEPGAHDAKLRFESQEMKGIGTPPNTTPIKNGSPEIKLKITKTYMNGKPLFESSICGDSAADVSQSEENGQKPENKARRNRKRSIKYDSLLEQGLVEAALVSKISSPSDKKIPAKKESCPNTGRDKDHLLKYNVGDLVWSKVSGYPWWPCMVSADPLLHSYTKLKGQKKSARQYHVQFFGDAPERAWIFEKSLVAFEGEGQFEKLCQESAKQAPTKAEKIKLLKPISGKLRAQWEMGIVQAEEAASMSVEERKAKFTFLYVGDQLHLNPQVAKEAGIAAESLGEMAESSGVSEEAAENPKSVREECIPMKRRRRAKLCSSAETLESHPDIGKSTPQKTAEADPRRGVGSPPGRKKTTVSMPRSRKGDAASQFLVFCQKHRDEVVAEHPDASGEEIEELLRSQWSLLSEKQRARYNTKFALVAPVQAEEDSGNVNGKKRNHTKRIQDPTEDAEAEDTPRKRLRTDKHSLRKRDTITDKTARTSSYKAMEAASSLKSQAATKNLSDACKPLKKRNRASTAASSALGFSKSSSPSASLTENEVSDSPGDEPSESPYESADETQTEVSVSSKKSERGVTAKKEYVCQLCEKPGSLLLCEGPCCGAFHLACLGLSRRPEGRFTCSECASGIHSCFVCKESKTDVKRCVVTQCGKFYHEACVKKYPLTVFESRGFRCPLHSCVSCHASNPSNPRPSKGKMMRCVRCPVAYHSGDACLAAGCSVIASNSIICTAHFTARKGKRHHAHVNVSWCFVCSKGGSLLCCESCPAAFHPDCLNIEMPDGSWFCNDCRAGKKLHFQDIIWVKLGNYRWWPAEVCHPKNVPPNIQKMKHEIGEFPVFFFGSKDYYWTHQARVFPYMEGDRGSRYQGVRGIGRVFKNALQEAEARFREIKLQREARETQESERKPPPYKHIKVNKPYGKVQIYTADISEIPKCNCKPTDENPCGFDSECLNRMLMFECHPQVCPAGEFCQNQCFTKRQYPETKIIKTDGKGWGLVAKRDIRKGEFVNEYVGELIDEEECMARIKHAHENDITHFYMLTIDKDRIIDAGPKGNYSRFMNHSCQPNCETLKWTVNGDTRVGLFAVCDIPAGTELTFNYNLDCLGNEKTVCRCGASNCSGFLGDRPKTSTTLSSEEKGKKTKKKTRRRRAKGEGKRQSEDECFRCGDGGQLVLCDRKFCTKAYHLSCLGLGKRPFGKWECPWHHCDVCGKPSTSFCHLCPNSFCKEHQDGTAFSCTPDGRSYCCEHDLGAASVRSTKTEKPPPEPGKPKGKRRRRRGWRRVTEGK
* hit, by the source's call; / = not tested or not shown. An excerpt; the hit share may differ from the screen's.

1	CCc1nc2ccc(C(=O)NCCOc3ccc(OC)cc3)cn2c1N(C)Cc1ccc(OC)cc1
2	CC(=O)NCCNc1nc2cc(-c3ccc4c(ccn4C)c3)sc2c(=O)n1C
3	O=C(CSc1nc2ccccc2nc1N1CCCCC1)N1CCN(S(=O)(=O)c2cc(Cl)ccc2Cl)CC1
4	COc1ccc(Nc2nc(NCc3cccs3)nc3ccsc23)cc1OC
5	C(=NNc1ccc2ccccc2n1)c1ccccn1
6	COc1cc(-c2cc3nc(NCCN(C)C)ccn3n2)cc(OC)c1OC

assay / entry,1,2,3,4,5,6
DAGLB inhibitor,/,/,/,/,/,/
V-ATPase pH,/,/,/,/,/,/
NSD2 HMT inh,5.8,0.5,-3.0,3.5,9.4,-0.3

7	COc1ccc(-c2ccc(C(=O)NCc3ccc(N4CCN(C)CC4)cc3)c3occc23)c(C)c1
8	Cn1c(=O)c2cc(NC(=O)NCc3ccc(Cl)cc3Cl)ccc2n1Cc1ccccc1
9	CC(C)CC(N)c1csc(Nc2ccc(C(=O)NCCCO)cn2)n1 (stereo unspecified)
10	COc1cccc(-c2cnc3c(NC=O)cc(-c4ccncc4)cn23)c1
11	CCc1nc2ccc(C(=O)Nc3cc(-c4ccccc4)ccc3OC)cn2c1N(CCN(C)C)CC1CC1
12	COCCNC(=O)C1(C)CCN(C(=O)c2sccc2C)C1 (stereo unspecified)

assay / entry,7,8,9,10,11,12
DAGLB inhibitor,/,/,/,/,/,/
V-ATPase pH,/,/,/,/,/,/
NSD2 HMT inh,2.7,-4.2,-0.1,0.2,8.7,-0.4

Three records picked at random from those above, as already listed:
12	COCCNC(=O)C1(C)CCN(C(=O)c2sccc2C)C1 (stereo unspecified)
7	COc1ccc(-c2ccc(C(=O)NCc3ccc(N4CCN(C)CC4)cc3)c3occc23)c(C)c1
8	Cn1c(=O)c2cc(NC(=O)NCc3ccc(Cl)cc3Cl)ccc2n1Cc1ccccc1

assay / entry,12,7,8
DAGLB inhibitor,/,/,/
V-ATPase pH,/,/,/
NSD2 HMT inh,-0.4,2.7,-4.2

Next part:
13	CNc1cncc(-c2ccccc2NC(C)=O)n1
14	CCOC(=O)c1cnc2c(C)c(Cl)ccc2c1Nc1ccc(S(=O)(=O)Nc2ncccn2)cc1
15	CN(N=Cc1ccccc1O)C(=O)c1ccccc1N
16	Cc1ccccc1S(=O)(=O)NC(=O)C1(C)CCN1C(=O)Cc1ccccc1Cl (stereo unspecified)
17	COc1ccc(S(=O)(=O)NC(=O)C2(C)CCN2C(=O)CCC2CCCC2)cc1OC (stereo unspecified)
18	COC(=O)C1=C(C)N(Cc2ccccc2C(F)(F)F)C(=NCc2ccccc2)NC1c1cccc(F)c1 (stereo unspecified)

assay / entry,13,14,15,16,17,18
DAGLB inhibitor,/,/,/,/,/,/
V-ATPase pH,/,/,/,/,/,/
NSD2 HMT inh,-1.6,-0.3,-1.6,-0.7,-0.9,1.4

19	O=C1NCCN1CCN1CCC(c2cn(-c3ccc(F)cc3)c3ccc(Cl)cc23)CC1
20	COc1cc(C)ccc1S(=O)(=O)NC(=O)C1(C)CCN1C(=O)Cc1ccc(Cl)cc1Cl (stereo unspecified)
21	CCOc1ccc(-n2c(SCC(=O)c3ccc4ccccc4c3)nnc2-c2ccc(OC)cc2)cc1
22	Cc1c(-c2ccc(O)cc2)nc2nc(-c3ccccc3)c(-c3ccccc3)nn12
23	COc1ccc(-c2coc3c(C(=O)NCCc4ccccc4)cccc23)c(C)c1
24	COCCNc1nc(NCCCN2CCCC2=O)c2sccc2n1

assay / entry,19,20,21,22,23,24
DAGLB inhibitor,/,/,/,/,/,/
V-ATPase pH,/,/,/,/,/,/
NSD2 HMT inh,-1.1,-3.2,-2.7,-2.3,-4.8,-0.7

25	C=C(C)Cn1c2ccc(NC(=O)NCCc3ccccc3)cc2c(=O)n1C
26	Cc1cccc(NC(=O)CSc2nc3ccc(NC(=O)CSc4nnnn4-c4ccccc4)cc3s2)c1C
27	O=C(Nc1ccccc1)c1cccc2c(-c3cccnc3)coc12
28	O=C(C1CCCCC1)N1C[C@H](n2cc(-c3ccc(F)cc3)nn2)[C@@H](O)C[C@@H]1c1ccc(Cl)cc1
29	CN(C)CC(=O)Nc1ccc2c(c1)[C@H]1C[C@H](CC(=O)NCc3ccc4c(c3)OCO4)O[C@H](CO)[C@H]1O2
30	COc1ccc(N2c3ccccc3CN(Cc3ccccc3)[C@@H](C)[C@H]2Cc2cccnc2)cc1

assay / entry,25,26,27,28,29,30
DAGLB inhibitor,/,/,/,-8.8,-0.8,-5.4
V-ATPase pH,/,/,/,1.9,4.3,-0.2
NSD2 HMT inh,9.3,-5.7,-2.2,/,/,/

31	C[C@H](CO)N1C[C@H](C)[C@H](CN(C)S(=O)(=O)c2ccc3c(c2)OCCCO3)OCc2cnnn2CCCC1=O
32	C[C@H]1CN([C@@H](C)CO)C(=O)CCCn2cc(nn2)CO[C@@H]1CN(C)S(=O)(=O)c1ccc(-n2cccn2)cc1
33	CC(=O)N1C[C@H]2CON(C)[C@H]2C[C@H]1c1ccc(-c2cccnc2)cc1
34	CCN(CC)C(=O)C1=C(C)N(CCCN2CCCC2=O)C(=O)C(CC(=O)NCc2cccs2)C1 (stereo unspecified)
35	COc1ccc(S(=O)(=O)N(C)[C@H]2C[C@H]3c4cc(N5CCN(C)CC5)ccc4CCN3C(=O)[C@H]2[C@H](C)O)cc1
36	Cc1ccc(S(=O)(=O)N(C)C[C@@H]2OCc3cnnn3CCCC(=O)N([C@@H](C)CO)C[C@H]2C)cc1

assay / entry,31,32,33,34,35,36
DAGLB inhibitor,-3.2,-1.6,2.5,1.3,-1.2,-3.8
V-ATPase pH,-1.9,-1.5,-4.4,0.0,0.5,2.6
NSD2 HMT inh,/,/,/,/,/,/

37	CCC/C=C/c1ccc(CN2C(CC(C)C)C(=O)N(Cc3cn(CC4CCCCC4)nn3)CCS2(=O)=O)cc1 (stereo unspecified)
38	C[C@H](CO)N1C[C@H](C)[C@@H](CN(C)Cc2ccc(Cl)c(Cl)c2)OCc2cnnn2CCCC1=O
39	COc1ccc([C@H]2CN(c3ccc(OC)cc3)C(=O)[C@@H]2CC(=O)Nc2ccccc2)cc1
40	CCN(CC)C(=O)C1=C(C)N(Cc2ccccc2)C(=O)C(CC(=O)NCc2cccs2)C1 (stereo unspecified)
41	CCCCCC(=O)N1C[C@H](O)[C@@H](n2cc(-c3ccc(F)cc3)nn2)C[C@@H]1c1ccc(OC)cc1
42	C[C@H]1CN([C@@H](C)CO)S(=O)(=O)c2ccc(Br)cc2O[C@@H]1CN(C)S(=O)(=O)c1ccccc1

assay / entry,37,38,39,40,41,42
DAGLB inhibitor,-8.9,1.0,0.1,5.8,-1.5,0.6
V-ATPase pH,-4.3,-1.0,-0.8,-1.7,-3.4,0.1
NSD2 HMT inh,/,/,/,/,/,/

Among those listed so far, three have a furan ring, fused or not.
7	COc1ccc(-c2ccc(C(=O)NCc3ccc(N4CCN(C)CC4)cc3)c3occc23)c(C)c1
23	COc1ccc(-c2coc3c(C(=O)NCCc4ccccc4)cccc23)c(C)c1
27	O=C(Nc1ccccc1)c1cccc2c(-c3cccnc3)coc12

assay / entry,7,23,27
DAGLB inhibitor,/,/,/
V-ATPase pH,/,/,/
NSD2 HMT inh,2.7,-4.8,-2.2

The list continues.
43	COc1ccc(NC(=O)Nc2ccc3c(c2)C(=O)N([C@H](C)CO)C[C@H](C)[C@H](CN(C)Cc2ccc(C(=O)O)cc2)OCCCC[C@@H](C)O3)cc1
44	COc1ccc(NC(=O)C[C@H]2C(=O)N(c3ccc(OC)cc3)C[C@@H]2c2ccc(Br)cc2)cc1
45	Cc1ccc([C@H]2C[C@@H](O)[C@H](n3cc(COC(=O)c4ccccc4)nn3)CN2C(=O)c2cccs2)cc1
46	C[C@@H]1CN([C@H](C)CO)S(=O)(=O)c2ccc(C#Cc3cccc(F)c3)cc2O[C@@H]1CN(C)C(=O)CN1CCOCC1
47	C[C@@H](O)C#Cc1ccc2c(c1)O[C@H](CN(C)C(=O)Nc1ccccc1)[C@@H](C)CN([C@@H](C)CO)S2(=O)=O
48	C[C@@H]1CN([C@@H](C)CO)C(=O)CCCn2nncc2CO[C@@H]1CN(C)S(=O)(=O)c1cccs1

assay / entry,43,44,45,46,47,48
DAGLB inhibitor,2.7,0.5,0.1,-2.5,1.6,0.2
V-ATPase pH,-0.9,2.4,-0.9,6.7,1.9,-0.6
NSD2 HMT inh,/,/,/,/,/,/

49	Cc1cn([C@H]2C[C@H](O)[C@@H](CNC(=O)[C@@H]3CCCN3Cc3ccccc3)O2)c(=O)[nH]c1=O
50	CCCCCC(=O)N1C[C@@H](n2cc(C3CC3)nn2)[C@H](O)C[C@@H]1c1ccc(C)cc1
51	COCOCCn1cc(CN2CCS(=O)(=O)N(Cc3ccc(-c4ccccc4)cc3)C(CC(C)C)C2=O)nn1 (stereo unspecified)
52	COc1ccc(NC(=O)N(C)C[C@H]2OCc3cnnn3CCCC(=O)N([C@@H](C)CO)C[C@H]2C)c(OC)c1
53	Cc1ccc(S(=O)(=O)N(C)C[C@@H]2OCc3cnnn3CCCC(=O)N([C@@H](C)CO)C[C@@H]2C)cc1
54	COc1ccc(CN2C[C@H]3CON(C)[C@H]3C[C@H]2c2ccc(-c3cccc(F)c3)cc2)cc1

assay / entry,49,50,51,52,53,54
DAGLB inhibitor,0.6,-1.4,2.2,0.9,-2.2,-6.9
V-ATPase pH,0.7,-0.7,-0.5,-4.2,2.2,1.9
NSD2 HMT inh,/,/,/,/,/,/

55	CC(C)COC(=O)N(C)C[C@H]1OCc2cnnn2CCCC(=O)N([C@@H](C)CO)C[C@H]1C
56	C[C@@H]1CCCCO[C@@H](CN(C)C(=O)Cc2ccccc2)[C@@H](C)CN([C@H](C)CO)C(=O)c2cc(N(C)C)ccc2O1
57	COc1ccc([C@@H]2[C@@H](C)N(c3ccccc3)c3ccccc3C(=O)N2Cc2ccccc2)cc1
58	C[C@@H]1CN([C@@H](C)CO)C(=O)CCCn2nncc2CO[C@@H]1CN(C)S(=O)(=O)c1ccc(Oc2ccccc2)cc1
59	C[C@H]1CN([C@@H](C)CO)C(=O)c2cc(C3=CCCCC3)cnc2O[C@@H]1CN(C)C(=O)Cc1ccccc1
60	COc1ccc(NC(=O)C[C@H]2C(=O)N(Cc3ccccc3)C[C@@H]2CSC)cc1

assay / entry,55,56,57,58,59,60
DAGLB inhibitor,2.9,-1.5,-8.2,1.2,6.8,-0.3
V-ATPase pH,0.9,0.6,-0.8,-0.5,0.0,-0.8
NSD2 HMT inh,/,/,/,/,/,/

61	COc1ccc(S(=O)(=O)N(C)C[C@H]2OCc3cn(nn3)CCCC(=O)N([C@H](C)CO)C[C@@H]2C)cc1
62	COc1ccc(CN(C)C[C@H]2OCCCC[C@H](C)Oc3ccc(NC(=O)CCC(F)(F)F)cc3C(=O)N([C@@H](C)CO)C[C@@H]2C)cc1
63	C#CCN(C[C@@H]1[C@@H](OC(=O)NCc2ccc(OC)c(OC)c2)[C@@H](OC(=O)NCc2ccc(OC)c(OC)c2)Cn2c(=O)n(CCCCCC)c(=O)n21)S(=O)(=O)c1ccc(C)cc1
64	COc1cccc(-c2cnc3c(c2)C(=O)N([C@H](C)CO)C[C@@H](C)[C@H](CN(C)C(=O)Nc2ccccc2F)O3)c1
65	O=C(OCc1cn([C@@H]2C[C@H](c3ccccc3)N(Cc3cccs3)C[C@H]2O)nn1)c1ccccc1
66	C[C@H](NC(=O)c1nc[nH]c1C(=O)NC[C@@H](C)O)c1ccccc1

assay / entry,61,62,63,64,65,66
DAGLB inhibitor,0.1,-0.4,1.2,-0.7,5.7,0.0
V-ATPase pH,-2.0,0.4,-0.1,-0.4,1.9,0.3
NSD2 HMT inh,/,/,/,/,/,/

67	C#CCN(C[C@H]1[C@H](OC(=O)NC2CC2)[C@H](OC(=O)NC2CC2)C[C@@H](C(=O)OC)[C@H]1C(=O)OC)S(=O)(=O)c1ccc(C)cc1
68	COc1cc(CNC[C@H]2O[C@@H](n3ccc(N)nc3=O)[C@H](O)[C@@H]2O)ccc1OCc1cccc(Cl)c1
69	C[C@H]1CN([C@@H](C)CO)C(=O)CCCn2cc(nn2)CO[C@@H]1CN(C)C(=O)Nc1ccccc1
70	CC(C)NC(=O)N(C)C[C@H]1Oc2cc(Br)ccc2S(=O)(=O)N([C@H](C)CO)C[C@H]1C
71	C[C@H]1CN([C@@H](C)CO)C(=O)CCCn2nncc2CO[C@H]1CN(C)C(=O)C1CCCCC1
72	COc1ccc(NC(=O)C[C@H]2C(=O)N(c3ccc(OC)cc3)C[C@@H]2CSC)cc1

assay / entry,67,68,69,70,71,72
DAGLB inhibitor,-1.4,1.2,1.8,-1.4,-1.0,-1.2
V-ATPase pH,-1.7,-0.8,-0.3,-1.6,1.2,-2.1
NSD2 HMT inh,/,/,/,/,/,/

High-throughput results as filed in PubChem.
